# HP1b binding inh: blocks HP1-beta chromodomain binding to methylated histone tails. AID 540317. P83916. Potency, µM (titrated, usually from 114 µM), for inactives: top-dose activity change, negative = inhibition, most hits filed as inhibitors. 390,000 compounds, 0.56% hits. AlphaScreen HP1-beta / biotin-H3K9me3 peptide binding; further: potency means the concentration at half of the fitted maximal effect; nearly all actives have a fitted effect of over 70% in size; inactives centre near 23
# Target sequence (P83916 whole entry, looked up): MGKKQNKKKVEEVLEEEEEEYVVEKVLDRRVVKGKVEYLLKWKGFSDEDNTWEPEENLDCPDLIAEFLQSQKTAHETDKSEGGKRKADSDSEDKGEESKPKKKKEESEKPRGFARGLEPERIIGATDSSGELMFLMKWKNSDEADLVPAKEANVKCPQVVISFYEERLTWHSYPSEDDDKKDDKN
#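 Compound inhibition of the preformed complex between 50 nM HP1-beta and 50 nM biotinylated H3K9me3 peptide was read by AlphaScreen. Buffer was PBS pH 7.4 with 0.01% Tween-20. Incubations ran 30 min at room temperature, with 10 ug/mL donor/acceptor beads.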
# G9a block: inhibitors of human histone lysine methyltransferase G9a | Q96KQ7 | G9a H3K9 monomethylation, AlphaScreen, 2 h | Potency, µM (highest dose often 102 µM), inactives show at the highest dose activity, negative = inhibition, most hits filed as inhibitors | 350,000 compounds, 8.8% hits | AID 504332; further: potency means the concentration at half of the fitted maximal effect; on the % scale 0 is the no-effect control and ±100 the full control effect; nearly all actives have a fitted effect of over 75% in size
#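 Quantitative HTS format: methyltransferase activity on a biotin-tagged H3K9 peptide is measured by AlphaScreen, using a rabbit anti-monomethyl-H3K9 antibody with streptavidin donor and anti-IgG acceptor beads. Final levels are 20 nM enzyme, 500 nM peptide, 20 uM SAM; 2 h RT.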
# Pin1 inhibitor: inhibitors of human Pin1; Q13526; Pin1 FP peptide displacement, HiFluor488, 10 min; Potency, µM (highest dose often 115 µM), for the others: top-dose activity, negative = inhibition, usual class: inhibitors; 390,000 compounds, 0.009% hits; active means well fitted inhibition curve with a large enough effect in the polarisation, with a control signal flat, not every such curve was filed as active; inconclusive means small, poorly fitted or top-dose-only effect, or effect the other way, or a change in a side signal; inactive means no such curve, though single readings can be large or run the other way; the % refers to the polarisation; further: potency means the concentration at half of the fitted maximal effect; on the % scale 0 is the no-effect control and ±100 the full control effect
# BAZ2B block: blocks human BAZ2B; AlphaScreen BAZ2B-H3K14Ac peptide displacement; Potency, µM (doses to about 114 µM), for the others: top-dose activity change, negative = inhibition, actives largely listed as inhibitors; 360,000 compounds, 4.4% hits; AID 504333; further: potency means the concentration at half of the fitted maximal effect; on the % scale 0 is the no-effect control and ±100 the full control effect; nearly all actives have a fitted effect of over 60% in size
#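 AlphaScreen displacement of biotin-H3(5-23)K14Ac peptide (50 nM final) from BAZ2B (50 nM final) in PBS pH 7.4, 0.01% Tween-20; complex preformed 30 min RT, then compounds (top 110 uM) 30 min RT, beads 20 min dark.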
# Tb PGK inh: T. brucei PGK inhibition; PGK/GAPDH coupled, Kinase-Glo luminescence, 60 min; 380,000 compounds, 0.043% hits; AID 602233; Potency, µM (titrated, usually from 57.5 µM), inactives show at the top dose activity change, negative = inhibition, usual class: inhibitors; further: potency means the concentration at half of the fitted maximal effect; on the % scale 0 is the no-effect control and ±100 the full control effect; nearly all actives have a fitted effect of over 60% in size
#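 Recombinant glycosomal PGK reaction used 1,3-bisphosphoglycerate generated in-well by GAPDH (100nM final) in 100mM TEA pH 7.6, 5mM MgCl2, 0.01% Tween-20. After 60 minutes at room temperature, ATP was read by Kinase-Glo Plus luminescence end-point.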
# PI4K2A inh: PI4K2A (human) kinase inhibition | Q9BTU6 | purified PI4K2A, ADP-Glo luminescence, 1 h; hits give low values | activity change, negative = inhibition, % at 76.9 µM | 420,000 compounds, 0.13% hits | AID 1346378; in the data active means activity change below about -50%; inconclusive means mostly about -30% to -49%;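 further: -100% = wells without enzyme as full effect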
#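 In this quantitative HTS, ADP production by PI4K2A was quantified luminescently after 1 h at ambient temperature; 100 microM adenosine served as plate-quality control.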
# GLS inhibitor: blocks human kidney-isoform glutaminase activity | O94925 | GLS enzymatic activity, qHTS titration | Potency, µM (top dose mostly 45.5 µM), for inactives: at the highest dose activity change, negative = inhibition, most hits filed as inhibitors | 410,000 compounds, 0.21% hits | AID 624170; further: potency means the concentration at half of the fitted maximal effect; on the % scale 0 is the no-effect control and ±100 the full control effect
# Target sequence (O94925 whole entry, looked up, canonical isoform): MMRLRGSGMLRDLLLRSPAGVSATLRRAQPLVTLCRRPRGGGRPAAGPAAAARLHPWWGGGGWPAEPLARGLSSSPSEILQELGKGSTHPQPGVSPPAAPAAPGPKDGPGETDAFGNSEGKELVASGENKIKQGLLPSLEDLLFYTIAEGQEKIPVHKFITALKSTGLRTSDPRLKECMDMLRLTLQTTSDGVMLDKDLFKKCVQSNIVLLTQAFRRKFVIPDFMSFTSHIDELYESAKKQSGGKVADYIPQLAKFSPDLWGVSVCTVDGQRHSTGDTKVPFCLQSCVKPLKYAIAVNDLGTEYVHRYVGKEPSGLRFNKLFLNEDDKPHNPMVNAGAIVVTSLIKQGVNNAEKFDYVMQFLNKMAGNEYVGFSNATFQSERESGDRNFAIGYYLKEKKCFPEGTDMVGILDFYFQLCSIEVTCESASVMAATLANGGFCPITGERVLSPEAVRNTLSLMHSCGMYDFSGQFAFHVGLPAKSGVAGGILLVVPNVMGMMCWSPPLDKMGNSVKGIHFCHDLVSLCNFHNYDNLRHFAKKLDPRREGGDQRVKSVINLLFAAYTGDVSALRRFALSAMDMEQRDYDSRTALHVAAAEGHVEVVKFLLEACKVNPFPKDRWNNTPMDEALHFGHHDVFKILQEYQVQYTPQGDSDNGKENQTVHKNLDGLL
#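 hKGA; 45 mM KH2PO4 pH 8.2 + 0.02% Tween-20; cpd via pin tool; 1 mM Gln soln; GluOx/HRP/Amplex Red; RT 30 min; fluor. t0 & final.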
# ERG Ets-DNA blk: ERG Ets/DNA interaction inhibition | P11308 | fluorescence polarization, His-ERG Ets domain / labelled DNA | Potency, µM (titrated, usually from 76.9 µM), without a hit: top-dose FP activity, negative = inhibition, hits mostly inhibitors | 370,000 compounds, 0.028% hits | AID 624246; active means well fitted inhibition curve with a large enough effect in the polarisation, with a control signal flat; inconclusive means small, poorly fitted or top-dose-only effect, or effect the other way, or a change in a side signal; inactive means no such curve, though single readings can be large or run the other way; the % refers to the polarisation;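 further: polarization taken with two DNA probes labelled with fluorescein and Texas red; potency means the concentration at half of the fitted maximal effect; % of control where 0% means no effect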
#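 His-tagged ERG Ets domain (1 uM in the protein solution; 300mM KCl, 50mM Tris-HCl, 1mM EDTA, 1mM DTT, pH 7.5) received compound, then a probe mix of 5 nM fluorescein-DNA and 100nM Texas-615-DNA. Fluorescence polarization was read for both dyes.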
# JMJD2A Tudor: blocks the human JMJD2A Tudor domain; O75164; AlphaScreen JMJD2A-Tudor / H3K4me3 peptide binding; Potency, µM (doses to about 114 µM), for inactives: at the top dose activity change, negative = inhibition, most hits filed as inhibitors; 390,000 compounds, 4.4% hits; further: potency means the concentration at half of the fitted maximal effect; on the % scale 0 is the no-effect control and ±100 the full control effect; nearly all actives have a fitted effect of over 50% in size
# Starred values were filed as active, the others as inactive; i = inactive; ? = inconclusive; nt = not tested or not shown; [ ] = remark or other dose. Unless noted, the call rests on the fitted dose curve; in most records, active means well fitted curve in the direction sought with a large enough effect; inconclusive means small, poorly fitted or top-dose-only effect, or another doubt; inactive means no such curve, though single readings can be large; an effect the other way counts as inactive or inconclusive.
SMILES,HP1b binding inh,G9a block,Pin1 inhibitor,BAZ2B block,Tb PGK inh,PI4K2A inh,GLS inhibitor,ERG Ets-DNA blk,JMJD2A Tudor
CC(=O)c1ccc(N2C(=NC(=O)C(C)C)SC3CS(=O)(=O)CC32)cc1 (stereo not drawn),34.8%,-9.6%[59 µM],-6.3%,-7.2%,-1.6%,3.1,-6.0%,-18.0%,-12.2%
CC(O)CNc1nc(N)[nH]c(=O)c1N=Nc1ccccc1 (stereo not drawn),10.4%,nt,4.9%,nt,0.5%,-0.5,-3.0%,7.7%,-34.2%
O=C(CCc1c[nH]c2ccccc12)OCc1cccc(C(F)(F)F)c1,49.9%[activator],nt,0.3%,nt,-5.0%,0.6,-2.8%,0.2%,-13.1%
CCCCCc1ccc(S(=O)(=O)NCCc2ccncc2)cc1,38.8%,?,-3.5%,-1.5%,i,-1.6,-7.6%,-6.5%,-12.2%
O=C(Cc1ccccc1)Nc1ncccc1Cl,28.9%,nt,3.7%,nt,-4.6%,2.3,-13.8%,2.5%,-8.9%
COc1cccc2cc(C(=O)N3C(C)CCCC3C)c(=O)oc12 (stereo not drawn),8.2%,7.3%[59 µM],2.9%,13.9%,-1.5%,-15.8,-4.6%,-7.2%,-4.8%
Cn1nccc1C(=O)N1CCN(c2ncccn2)CC1,3.1%,-1.6%,6.5%,0.3%,12.3%,-0.7,0.0%,-6.2%,-10.7%
O=C(N/N=C/c1cccc(OC(=O)N2CCOCC2)c1)c1cccs1,21.6%,0.4%[59 µM],8.9%,-4.4%,-1.2%,-1.3,9.5%,-6.6%,1.3%
Cc1ccc(S(=O)(=O)NCC(=O)N(CC(=O)NCc2ccc(F)cc2)CC2CCCO2)cc1 (stereo not drawn),42.2%[activator],0.1%,-0.1%,5.2%,-2.8%,-1.2,11.4%,-12.4%,10.9%
O=C(NCC1OCCCN1S(=O)(=O)c1cc(F)ccc1F)C(=O)NC1CCCCC1 (stereo not drawn),34.8%,7.3%,-0.5%,-24.2%,-3.1%,0.2,-0.6%,4.3%,-16.7%
COc1cccc(C2=NO[C@@H]3C(=O)N(c4ccc5c(c4)OCCO5)C(=O)[C@H]23)c1OC,20.0%,-12.6%[12.7 µM],-6.2%,-34.3%,3.0%,-0.6,4.0%,-17.0%,-6.9%
CCC(=O)c1ccc(N2CCOCC2)c(F)c1,13.0%,nt,-10.1%,nt,-5.1%,-1.1,9.4%,5.3%,-1.0%
Cc1ccc2cccc(S(=O)(=O)N3CCN(c4ccccc4F)CC3)c2n1,26.5%,-34.8%[59 µM],27.8%,-14.6%,-0.7%,-8.0,-1.3%,5.6%,-8.3%
COc1cccc(Nc2nc3ccccc3n2C(C)C)c1,23.4%,0.5%[59 µM],-0.8%,5.4%,-7.6%,4.0,-0.8%,2.5%,-9.7%
O=C(NCc1ccccn1)/C(=C/c1ccco1)NC(=O)c1ccccc1,47.2%,-2.4%[59 µM],-0.6%,-33.2%,-1.8%,1.3,-0.8%,-4.7%,-8.5%[57.1 µM]

# Limited to Tb PGK inh, HP1b binding inh and GLS inhibitor, for some of the entries so far:
SMILES	Tb PGK inh	HP1b binding inh	GLS inhibitor
Cc1ccc(S(=O)(=O)NCC(=O)N(CC(=O)NCc2ccc(F)cc2)CC2CCCO2)cc1 (stereo not drawn)	-2.8%	42.2%[activator]	11.4%
COc1cccc(C2=NO[C@@H]3C(=O)N(c4ccc5c(c4)OCCO5)C(=O)[C@H]23)c1OC	3.0%	20.0%	4.0%
O=C(N/N=C/c1cccc(OC(=O)N2CCOCC2)c1)c1cccs1	-1.2%	21.6%	9.5%

# Going on with the list:
SMILES,HP1b binding inh,G9a block,Pin1 inhibitor,BAZ2B block,Tb PGK inh,PI4K2A inh,GLS inhibitor,ERG Ets-DNA blk,JMJD2A Tudor
COc1ccc(-n2c(C)nc3cc(C(=O)N4CCOCC4)ccc32)cc1,45.2%[activator],-6.8%[59 µM],-5.3%,5.9%,-0.5%,-1.8,-6.6%,1.9%,-8.9%[11.4 µM]
CCCCNC(=S)N(C)/N=C/c1ccc(OCC(=O)Nc2ccc(OC)cc2)c(OC)c1,28.2%,24.7%[59 µM],13.6%,-30.7%,-3.9%,1.2,1.6%,-7.3%,-7.0%
Cc1ccc(CN2CCC(CNc3ncnc4onc(-c5ccc(F)cc5)c34)CC2)cc1,25.0%,-5.9%[59 µM],2.0%,-0.2%[57.1 µM],-4.9%,5.7,-5.4%,-3.1%,-4.9%
N#Cc1ccccc1NC(=O)CSC1=Nc2ccccc2C2CC=NN12 (stereo not drawn),28.0%,?,9.1%,-8.8%,i,-4.8,-10.9%,9.3%,-3.5%
CCCCOc1ccc(-c2ncc(N)cn2)cc1,33.6%,-5.3%,-2.8%,-18.5%,-9.5%,-5.5,4.4%,-1.4%,-20.3%
NS(=O)(=O)c1ccc(CNC(=O)c2cc(-c3cccs3)nc3ccccc23)cc1,56.4%[activator],?,6.0%,0.1%,3.1%,-18.5,-2.3%,-2.3%,-11.8%[11.4 µM]
O=C(COc1ncnc2ccccc12)Nc1ccc(Cl)c([N+](=O)[O-])c1,5.7%,-0.7%[59 µM],4.8%,-6.6%,-7.5%,1.7,-0.5%,-1.4%,-29.2%

# Entries of single compounds, looked up by structure. Screens in order: HP1b binding inh	G9a block	Pin1 inhibitor	BAZ2B block	Tb PGK inh	PI4K2A inh	GLS inhibitor	ERG Ets-DNA blk	JMJD2A Tudor
# COc1ccc(-n2c(C)nc3cc(C(=O)N4CCOCC4)ccc32)cc1 as listed: 45.2%[activator]	-6.8%[59 µM]	-5.3%	5.9%	-0.5%	-1.8	-6.6%	1.9%	-8.9%[11.4 µM]
# CCCCOc1ccc(-c2ncc(N)cn2)cc1 as listed: 33.6%	-5.3%	-2.8%	-18.5%	-9.5%	-5.5	4.4%	-1.4%	-20.3%

# Arranged by length of the SMILES (high to low): 3 of the compounds above.
SMILES,HP1b binding inh,G9a block,Pin1 inhibitor,BAZ2B block,Tb PGK inh,PI4K2A inh,GLS inhibitor,ERG Ets-DNA blk,JMJD2A Tudor
Cc1ccc(CN2CCC(CNc3ncnc4onc(-c5ccc(F)cc5)c34)CC2)cc1,25.0%,-5.9%[59 µM],2.0%,-0.2%[57.1 µM],-4.9%,5.7,-5.4%,-3.1%,-4.9%
COc1ccc(-n2c(C)nc3cc(C(=O)N4CCOCC4)ccc32)cc1,45.2%[activator],-6.8%[59 µM],-5.3%,5.9%,-0.5%,-1.8,-6.6%,1.9%,-8.9%[11.4 µM]
N#Cc1ccccc1NC(=O)CSC1=Nc2ccccc2C2CC=NN12 (stereo not drawn),28.0%,?,9.1%,-8.8%,i,-4.8,-10.9%,9.3%,-3.5%

# Assay outcomes from PubChem BioAssay.
